Compound activity from PubChem.
Pf growth 48h: P. falciparum growth inhibition at 48 hours (one generation); P. falciparum luciferase growth in erythrocytes, 48 h; Potency, µM (series often up to 28.7 µM), inactives show at the top dose activity change, negative = inhibition, actives largely listed as inhibitors; actives 5.9% (n = 310,000); AID 504832
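Parasite viability was followed by luminescence of a genomically integrated firefly luciferase. Cultures held 0.1% parasitemia at 2% hematocrit (final), incubated under 5% CO2 at 37 C.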
HCV inh: HCV inhibition. AID 651820. Potency, µM (top dose mostly 41.8 µM), without a hit: at the top dose activity change, negative = inhibition, actives largely listed as inhibitors. actives 3.4% (n = 340,000). Huh7.5.1 HCVcc-Cre infection, luciferase reporter, 44 h
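Luciferase read-out (15 sec integration) after a 15 min room-temperature substrate step quantifies HCVcc-Cre infection. Cells, 1,000 per well, had compound added 4 h post-plating, then virus at ~0.5 moi, and were cultured 44 h.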
LmPK inh: LmPK (Leishmania mexicana) enzyme inhibition | Q27686 | purified LmPK, Kinase-Glo ATP luminescence, 1 h | Potency, µM (series often up to 57.5 µM), inactives show at the highest dose activity change, negative = inhibition, usual class: inhibitors | actives 0.37% (n = 290,000) | AID 1721
Target sequence (Q27686 whole entry, looked up): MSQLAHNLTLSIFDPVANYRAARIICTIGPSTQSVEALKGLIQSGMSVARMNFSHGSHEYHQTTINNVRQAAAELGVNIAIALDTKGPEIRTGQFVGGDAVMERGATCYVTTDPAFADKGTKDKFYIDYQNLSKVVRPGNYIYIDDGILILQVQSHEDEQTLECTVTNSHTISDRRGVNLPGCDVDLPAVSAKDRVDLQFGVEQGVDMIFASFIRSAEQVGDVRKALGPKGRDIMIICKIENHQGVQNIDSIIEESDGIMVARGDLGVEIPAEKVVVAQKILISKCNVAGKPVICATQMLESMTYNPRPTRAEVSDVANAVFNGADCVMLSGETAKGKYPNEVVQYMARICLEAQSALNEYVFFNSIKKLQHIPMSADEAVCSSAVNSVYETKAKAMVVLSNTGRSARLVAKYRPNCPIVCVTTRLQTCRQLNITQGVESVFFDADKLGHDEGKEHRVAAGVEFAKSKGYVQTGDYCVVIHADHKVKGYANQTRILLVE
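qHTS format; LmPK 0.1 nM; substrates PEP 0.5 mM and ADP 0.1 mM. One-hour room-temperature incubation, then coupled luciferase luminescence; 0.5 nM enzyme wells mark activation.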
Pf growth 96h: P. falciparum growth inhibition at 96 hours | Potency, µM (top dose mostly 28.7 µM), for inactives: at the highest dose activity change, negative = inhibition, actives largely listed as inhibitors | AID 504834 | actives 6.9% (n = 320,000) | P. falciparum luciferase reporter growth, 96 h
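Two parasite generations (96 h, 37 C, 5% CO2) of compound exposure in infected erythrocytes (0.05% parasitemia, 2% hematocrit). Luciferase-reporter P. falciparum; decreased luminescence indicates inhibited growth, aimed at apicoplast-acting delayed death.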
Sm TGR inh: blocks Schistosoma mansoni thioredoxin glutathione reductase. Q962Y6. purified TGR, DTNB reduction, TNB absorbance 405 nm. Potency, µM (series often up to 114 µM), for the others: top-dose activity change, negative = inhibition, most hits filed as inhibitors. actives 3% (n = 360,000). AID 485364; further: nearly all actives have a fitted effect of over 60% in size
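TGR 20 nM + NADPH 100 uM (dispensed conc.), cpd preinc 15 min RT; start with NADPH (500 uM addition) then DTNB (15 mM addition). Kinetic TNB absorbance, 405 nm filter. Four-parameter Hill fit across titration.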
Tb PYK inh: blocks Trypanosoma brucei pyruvate kinase. Q57TT1. TbPYK enzyme, Kinase-Glo Plus ATP luminescence, 45 min. Potency, µM (series often up to 76.8 µM), inactives show at the top dose activity, negative = inhibition, most hits filed as inhibitors. actives 0.12% (n = 410,000); further: nearly all actives have a fitted effect of over 50% in size
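Luminescent Kinase-Glo Plus end-point after 45 min room-temperature reaction of T. brucei pyruvate kinase started with 130 uM ADP (final). Buffer TEA 50 mM pH 7.2 with KCl, MgCl2, BSA, Tween-20; titration-based qHTS with fitted concentration-effect curves.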
* hit, by the source's call; ? = inconclusive; / = no result given; [ ] = another dose, or the depositor's remark. The call rests on the fitted dose curve; in most records, active means well fitted curve in the direction sought with a large enough effect; inconclusive means small, poorly fitted or top-dose-only effect, or another doubt; inactive means no such curve, though single readings can be large; an effect the other way counts as inactive or inconclusive. On the % scale 0 is the no-effect control and ±100 the full control effect; potency means the concentration at half of the fitted maximal effect.

SMILES	Pf growth 48h	HCV inh	LmPK inh	Pf growth 96h	Sm TGR inh	Tb PYK inh
CC1=C(C(=O)OC(C)C)C(c2ccc(Br)s2)NC(=O)N1C (stereo not given)	-22%	1%	-1%	0%	3%	3%
COc1cc2c(cc1OC)CN(c1nc(-c3cccnc3)nc3ccccc13)CC2	?	14µM*	-1%	12µM*	?	0%
N#C/C(=C/c1ccc(N2CCOCC2)o1)c1ccc(Cl)cc1	160%[activator]	-13%	-1%	218%[activator]	1µM*	?
O=C(NCCSCc1ccccc1)c1ccc(C2SCC(=O)N2Cc2ccccc2)cc1 (stereo not given)	/	?	1%	7.4µM*	-33%	0%
C=CCOc1cccc(C2/C(=C(\O)c3ccc(F)cc3)C(=O)C(=O)N2CCN(C)C)c1 (stereo not given)	6%	1%	-2%	/	?	3%
O=C(Oc1ccc(C(=S)N2CCOCC2)cc1)c1ccc([N+](=O)[O-])cc1	13%	-12%	3%	1.5µM*	-4%	-12%
CC(=O)c1cccc(NC(=S)NCc2ccccc2)c1	0%	?	0%	34%[activator]	?	3%
CC(=O)c1ccc(N/N=C2/CCCNC2=O)cc1	?	11%	-4%	-10%	-3%	-2%
CCCN1C2=C(C(=O)CCC2)C(c2ccc(O)c(Br)c2)C2=C1CCCC2=O	-18%	-7%	0%	?	?	-6%
Cc1cccc(C2(c3cccc(C)c3)CC2C(=O)NCC2CCCO2)c1 (stereo not given)	-3%	32%[activator]	0%	-13%	9%	-6%
O=[N+]([O-])c1cccc(CNc2ccc3c(c2)CCC3)c1	5%	-8%	-7%	-24%	-5%	12%
Cc1ccc(C(=O)N/C(=C/c2cccc([N+](=O)[O-])c2)C(=O)NC(C)C)cc1	18%	2%	-4%	-14%	-2%	-9%
COc1ccc(Cl)cc1NC(=O)COc1ccc2c(c1)OCO2	-15%	-5%	/	-14%	1%	0%
O=C1C2C3CCC(C3)C2C(=O)N1CNc1ccccc1 (stereo not given)	-4%	11%	-4%	64%[activator]	0%	-11%
O=C(c1ccc(-c2ccc([N+](=O)[O-])cc2Cl)o1)N1CCOCC1	33%[activator]	10%	0%	10%	/	2%
O=C(CN1CCOCC1)N1CCCc2c1c(=O)oc1ccc(OCc3ccccc3)cc21	?	-4%	0%	/	0%	2%
CCn1cc(C(=O)NN)c(=O)c2cc(F)c(N3CCCCC3)cc21	?	-5%	0%	-6%	14%	-2%
O=C(NC(O)C(=O)c1ccccc1)c1cccs1 (stereo not given)	/	16%	-4%	41%[activator]	-6%	-4%
Nc1nc(Cl)cc(-c2ccccc2)n1	0%	10%	0%	-1%	7%	1%
Cc1cc2nc(-c3ccc(NC(=O)c4cccnc4)cc3)oc2cc1C	-24%	-26%	0%	19%	0%	0%
Cc1ccc(/C=N/NC(=O)c2ccccc2OCc2cccc(Br)c2)o1	-29%	?	2%	?	-17%	-6%
O=C(O)c1ccc(NS(=O)(=O)c2ccc3c(c2)C2C=CCC2C(c2ccccc2F)N3)cc1 (stereo not given)	-5%	6%	4%	?	28µM*	?
COc1ccc(NS(=O)(=O)c2ccc3[nH]c(=O)[nH]c3c2)cc1	6%	5%	-1%	?	0%	-4%
Cc1cccc(C(=O)n2c(=S)nc3cc(C)ccn32)c1	46%[activator]	-2%	11µM*	350%[activator]	-1%	-6%
CCN(CC(=O)Nc1cccc(OC)c1)C(=O)c1ccc(C)s1	/	-11%	-1%	29%	-7%	-24%
COc1ccc2nc(NC(=O)C3CC(=O)N(c4ccc5c(c4)OCCO5)C3)sc2c1 (stereo not given)	?	13%	/	?	-1%	2%
CCC(=O)c1ccc(O)c(OC)c1	?	23%	2%	5%	-4%	-2%
CSc1nnc2c(n1)OC1(Nc3ccccc3-2)C(=O)Nc2ccccc21 (stereo not given)	14%	11%	2%	11%	8%	-6%
COc1cccc(S(=O)(=O)c2nc(C)c3c(n2)CCC3)c1	-17%	4%	3%	2%	/	1%
O=C(CSc1nc2ccccc2c(=O)n1CCCO)N1CCc2ccccc21	?	-6%	-2%	?	1%	-8%

Of the compounds above, these contain an aryl methoxy group.
SMILES	Pf growth 48h	HCV inh	LmPK inh	Pf growth 96h	Sm TGR inh	Tb PYK inh
COc1cc2c(cc1OC)CN(c1nc(-c3cccnc3)nc3ccccc13)CC2	?	14µM*	-1%	12µM*	?	0%
COc1ccc(Cl)cc1NC(=O)COc1ccc2c(c1)OCO2	-15%	-5%	/	-14%	1%	0%
COc1ccc(NS(=O)(=O)c2ccc3[nH]c(=O)[nH]c3c2)cc1	6%	5%	-1%	?	0%	-4%
CCN(CC(=O)Nc1cccc(OC)c1)C(=O)c1ccc(C)s1	/	-11%	-1%	29%	-7%	-24%
COc1ccc2nc(NC(=O)C3CC(=O)N(c4ccc5c(c4)OCCO5)C3)sc2c1 (stereo not given)	?	13%	/	?	-1%	2%
CCC(=O)c1ccc(O)c(OC)c1	?	23%	2%	5%	-4%	-2%
COc1cccc(S(=O)(=O)c2nc(C)c3c(n2)CCC3)c1	-17%	4%	3%	2%	/	1%

The listing continues:
SMILES	Pf growth 48h	HCV inh	LmPK inh	Pf growth 96h	Sm TGR inh	Tb PYK inh
O=C(CCN1C(=O)/C(=C/C=C/c2ccccc2)SC1=S)Nc1nccs1	1%	7%	5%	59%[activator]	0%	-2%
Cc1ccc2cc(CCNC(=O)CC(C)(C)C)c(=O)[nH]c2c1C	8%	15%	-4%	?	4%	-3%
CC12CCC(C(=O)N(c3ccccn3)c3ccccn3)(OC1=O)C2(C)C (stereo not given)	-18%	1%	0%	/	36%[activator]	-5%
O=C(Nc1cccc2ccccc12)c1ccccc1	96%[activator]	-2%	3%	94%[activator]	7%	0%
Nc1ccc(NC(=O)NC2CCCCC2)cc1[N+](=O)[O-]	131%[activator]	-27%	4%	136%[activator]	10%	0%
CCOC(=O)c1ccc(-n2c(CCC(=O)O)ccc2-c2ccc(F)cc2)cc1	3%	7%	2%	57%[activator]	22µM*	-8%
Nc1nnc(SCC(=O)NNC(=O)c2ccc(F)cc2)s1	20%	1%	/	5%	5%	2%
O=C(CSc1nnc(-c2cccs2)n1Cc1ccccc1)NCc1ccc2c(c1)OCO2	/	-13%	0%	?	-26%	-10%
COc1ccc(N2C(=O)NC3CC2(C)Oc2ccc(Cl)cc23)cc1OC (stereo not given)	?	-22%	1%	/	11%	2%
Cc1nc(SCCOc2ccc(F)cc2)c2ccccc2n1	49%[activator]	-3%	-5%	-1%	8%	-2%
O=S(=O)(c1ccc(F)c(F)c1)N1CCC2(CC1)OCCO2	52%[activator]	2%	3%	71%[activator]	2%	-5%
O=C(CCc1c[nH]c2ccccc12)OCc1cccc([N+](=O)[O-])c1	25%	7%	-4%	7%	18%	-1%
O=C(c1cnn2c(C(F)F)cc(-c3ccccc3)nc12)N1CCN(Cc2ccc3c(c2)OCO3)CC1	4.7µM*	11µM*	-6%	?	-28%	-3%
CSc1nc(C)c(Cc2c(F)cccc2Cl)c(=O)[nH]1	21%	20%	11%	5%	-4%	4%
CC(C)(C)C1=CC=C(C(C)(C)C)C(=O)C1=O	10%	/	22µM*	?	25µM*	/
CCOC(=O)c1c(N)sc2c1CCCC2	/	-16%	3%	?	8%[11.4 µM]	-6%
Cc1cccc(C(=O)NCCCNC(=O)c2ccco2)c1	25%	6%	2%	?	2%	0%
Cc1cc(C(=O)CSc2nnc(-c3ccc(OC(F)F)cc3)o2)c(C)n1Cc1cccs1	7%	-4%	-5%	30%[activator]	-15%	-2%
CN(Cc1cccc(-n2cccn2)c1)C(=O)CCc1nnc(C2CCCCC2)o1	-24%	-6%	2%	?	-18%	1%
Cc1ccccc1OCC(=O)NCC(=O)N/N=C/c1ccc(Br)o1	0%	-8%	1%	-26%	0%	6%
CCOc1ccccc1N(CC(=O)NC(C)(C)C)C(=O)Cn1nnc(-c2ccc(C)o2)n1	-26%	12%	4%	-11%	-17%	2%
Cc1ccc(C(=O)n2nc(-c3ccccc3)nc2NCc2ccco2)cc1	6%	5%	-2%	150%[activator]	1%	1%
CCC(C)c1ccc(O)c(N)c1 (stereo not given)	?	0%	1%	?	-29%	?
COc1ccc(Nc2nc(-c3cccnc3)nc3ccccc23)cn1	0%	7.9µM*	-4%	?	?	4%
COc1ccc(N2CC(C(=O)OCC(=O)Nc3cccc(C)c3C)CC2=O)cc1 (stereo not given)	7%	7%	0%	0%	12%	4%
COC(=O)c1ccc(-n2cncn2)c([N+](=O)[O-])c1	-6%	3%	1%	27%	-25%	1%
COc1ccc(C(=O)OCC(=O)NC(=O)NC2CCCC2)c(OC)c1	12µM*	-8%	6%	24%	-4%	-2%
CC(Oc1ccccc1)C(=O)Nc1ccc(C(N)=O)cc1 (stereo not given)	5%	-13%	-2%	45%[activator]	4%	-7%
CCN(CC(=O)Nc1c(F)cccc1F)C(=O)CC1CCCC1	27%	15%	/	22%	?	10%
CC(C)(C)OC(=O)NCCCCCc1nnc(SCc2ccccc2F)o1	?	-19%	9%	?	1%	-10%

Single records (already shown). Order of screens: Pf growth 48h, HCV inh, LmPK inh, Pf growth 96h, Sm TGR inh, Tb PYK inh
`COc1ccc2nc(NC(=O)C3CC(=O)N(c4ccc5c(c4)OCCO5)C3)sc2c1` (stereo not given) in the list: ?, 13%, /, ?, -1%, 2%
`COC(=O)c1ccc(-n2cncn2)c([N+](=O)[O-])c1` in the list: -6%, 3%, 1%, 27%, -25%, 1%
`O=C(NCCSCc1ccccc1)c1ccc(C2SCC(=O)N2Cc2ccccc2)cc1` (stereo not given) in the list: /, ?, 1%, 7.4µM*, -33%, 0%
`O=C(O)c1ccc(NS(=O)(=O)c2ccc3c(c2)C2C=CCC2C(c2ccccc2F)N3)cc1` (stereo not given) in the list: -5%, 6%, 4%, ?, 28µM*, ?
`O=C(CCN1C(=O)/C(=C/C=C/c2ccccc2)SC1=S)Nc1nccs1` in the list: 1%, 7%, 5%, 59%[activator], 0%, -2%

Further compounds.
SMILES	Pf growth 48h	HCV inh	LmPK inh	Pf growth 96h	Sm TGR inh	Tb PYK inh
O=C(COc1ccc2ccccc2c1Br)NNC(=O)Nc1ccccc1	-7%	/	-1%	3%	4%	3%
COc1ccc(CC(=O)Nc2ccc(S(=O)(=O)Nc3cc(C)on3)cc2)cc1OC	-2%	4%	4%	51%[activator]	-16%	-5%
CCN(C(=O)CSc1nc(N)cc(=O)[nH]1)C1CCS(=O)(=O)C1 (stereo not given)	8%	18%	/	19%	0%	-1%
CC1=C(C)C(OCCBr)N(c2cc(O)c(Cl)cc2F)C1=O (stereo not given)	11%	14%	6%	78%[activator]	28µM*	-7%
CCN(CC)Cc1c(O)ccc2c(C)c(CC(=O)OC)c(=O)oc12	/	11%	2%	11%	79%[activator]	6%
COC(=O)N/N=C/c1ccc(OCCSc2ccc(Cl)cc2)c(OC)c1	?	?	4%	?	-3%	7%
COc1ccc(C(C(=O)NC2CCCCC2)N(Cc2cccnc2)C(=O)c2snc(C(N)=O)c2N)cc1 (stereo not given)	?	-7%	-4%	59%[activator]	9%	5%
O=C(CSc1nc2ccsc2c(=O)n1CC1CCC(C(=O)O)CC1)c1ccc(Cl)cc1 (stereo not given)	6%	16%	-3%[11.5 µM]	?	13%	-5%
CCCCOc1ccc(-c2nc(=S)[nH][nH]2)cc1	/	15%	-2%	12µM*	-10%	-29%
CCOC(=O)C1=C(c2ccccc2)N(C)C(=O)NC1c1ccc(O)c(OC)c1 (stereo not given)	-25%	-7%	1%	14%	-3%	0%
CC1CCN(S(=O)(=O)c2ccc(S(=O)(=O)N3CCC4(CC3)OCCO4)cc2)CC1	0%	30%	4%	57%[activator]	2%	1%
Cc1nn(CC(=O)NCc2ccccc2)c(C)c1[N+](=O)[O-]	27%	12%	0%	?	0%	-6%
Nn1c(COc2ccc(Cl)cc2)nc2ccccc2c1=O	72%[activator]	-6%	-2%	-17%	-8%	1%
